# Screening data as filed in PubChem BioAssay.
# PAX8 reporter – inhibitors of PAX8-driven TPO luciferase reporter, primary screen, RMG-I cells, single concentration. AID 652154, 2013. 1.2% of 360,000 active. SteadyGlo, 24 h. inhibition, % at 12.6 µM;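 active means mean replicate inhibition at least 60% with every replicate also reaching 60%; inconclusive means only one of the two criteria is met; inactive means mean below 60% and not all replicates reaching 60%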;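 further: luciferase light reporting Pax8 driven TPO promoter activity; plate controls were median of neutral control wells for no effect and mitoxantrone controls for full effect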
# PGC1a acetyl inh – inhibitors of PGC1a acetylation signal, primary screen, cell-based, U2OS, AlphaScreen, inhibitor mode; 0.17% of 350,000 active; inhibition, % at 15.6 µM; AlphaScreen anti-acetyl-lysine; with virally co-expressed GCN5 acetyltransferase;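 active means every replicate shows inhibition of at least 40%; inconclusive means mean inhibition at least 40% but some replicate below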;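 further: 0% = neutral control wells and 100% = positive control wells; some results beyond the cut were filed as inactive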
# LGR2 inh – inhibitors of bursicon-induced LGR2 CRE-luciferase signal, primary screen, cell-based, HEK293, CRE-luciferase reporter, bursicon stimulation; bursicon-stimulated, 4 h; inhibition, % at 9.99 µM; 0.35% of 380,000 active; AID 720647, 2013;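 active means drop in luminescence signal, shown as inhibition above about 50% in the replicate tests, limit read from the data, passing the limit was not always enough; inconclusive means probably only some replicates passing the limit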;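 further: agonist challenge used bursicon conditioned medium at about half maximal strength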
# PglD DTNB – C. jejuni PglD acetyltransferase inhibitors, primary screen, biochemical, DTNB colorimetric, single point. purified PglD enzyme, DTNB colorimetric CoA detection. inhibition, % at 12.5 µM. 0.098% of 360,000 active. AID 602405, 2012; in the data active means inhibition above about 16%, passing the limit was not always enough; inconclusive means no clear call, values can overlap the other calls; further: strong numbers were not always called active
# S100A4 inh HTS – inhibitors of S100A4-myosin IIA peptide binding, primary screen, biochemical, fluorescence polarization, TAMRA-MyoIIA peptide; inhibition, % at 10.7 µM; 0.14% of 360,000 active; AID 652163, 2013; Protein S100-A4 (Homo sapiens), P26447;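 active means mean inhibition of at least 70% across replicates, with every replicate also reaching that level; inconclusive means mean inhibition reaches 70% but some replicates fall short; inactive means mean inhibition below 70%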
# Target sequence (P26447 whole entry, looked up): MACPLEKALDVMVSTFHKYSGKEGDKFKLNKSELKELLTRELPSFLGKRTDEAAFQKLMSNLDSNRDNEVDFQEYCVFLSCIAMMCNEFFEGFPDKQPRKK
#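 Material: S100A4 monomer (human). Medium: Calcium-containing HEPES buffer, pH 7.2. Probe or stimulus: labelled myosin peptide probe, 5 nM. Compound dosing: one concentration per compound. Timing: polarization read 5 min after assay mix addition, stable 5–60 min. Benchmarks: DMSO as neutral control, TFP as positive control.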
# FN deposition inh – inhibitors of fibronectin matrix deposition, primary screen, AH1F cells, Alexa488-fibronectin fluorescence, plate reader. AH1F fibroblasts, overnight. inhibition, % at 12.6 µM. 0.086% of 350,000 active. AID 743247, 2014;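 active means mean inhibition across replicates of 30% or more, regardless of how many single replicates reach that level; inconclusive means mean under 30% yet at least half of replicates reach 30%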;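 further: positive control wells lacked labelled fibronectin entirely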
#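 Material: AH1F fibroblast monolayer depositing Alexa488-labelled fibronectin into matrix | Input: 10000 AH1F cells/well | Medium: DMEM plus 2% serum, read in PBS | Reagent: Alexa488-fibronectin, 24 nM final in well | Compound dosing: One dose per compound, pinned | Schedule: 1 h adhesion, overnight exposure | Measured by: Fluorescence at 485 nm excitation, 525 nm emission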
# ERAP1 inh – human ERAP1 aminopeptidase inhibitors, primary screen, biochemical, single point, plate reader; Endoplasmic reticulum aminopeptidase 1 (Homo sapiens), Q9NZ08; recombinant ERAP1, Leu-AMC fluorescence, 60 min; inhibition, % at 10.7 µM; 0.15% of 340,000 active; AID 652197, 2013;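 active means mean replicate inhibition of at least 30%, or all replicates individually reaching that 30% level; inactive means mean below 30% and not every replicate reaching it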;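 further: 0% = neutral control wells and 100% = L-leucinethiol positive control wells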
# Target sequence (Q9NZ08 whole entry, looked up): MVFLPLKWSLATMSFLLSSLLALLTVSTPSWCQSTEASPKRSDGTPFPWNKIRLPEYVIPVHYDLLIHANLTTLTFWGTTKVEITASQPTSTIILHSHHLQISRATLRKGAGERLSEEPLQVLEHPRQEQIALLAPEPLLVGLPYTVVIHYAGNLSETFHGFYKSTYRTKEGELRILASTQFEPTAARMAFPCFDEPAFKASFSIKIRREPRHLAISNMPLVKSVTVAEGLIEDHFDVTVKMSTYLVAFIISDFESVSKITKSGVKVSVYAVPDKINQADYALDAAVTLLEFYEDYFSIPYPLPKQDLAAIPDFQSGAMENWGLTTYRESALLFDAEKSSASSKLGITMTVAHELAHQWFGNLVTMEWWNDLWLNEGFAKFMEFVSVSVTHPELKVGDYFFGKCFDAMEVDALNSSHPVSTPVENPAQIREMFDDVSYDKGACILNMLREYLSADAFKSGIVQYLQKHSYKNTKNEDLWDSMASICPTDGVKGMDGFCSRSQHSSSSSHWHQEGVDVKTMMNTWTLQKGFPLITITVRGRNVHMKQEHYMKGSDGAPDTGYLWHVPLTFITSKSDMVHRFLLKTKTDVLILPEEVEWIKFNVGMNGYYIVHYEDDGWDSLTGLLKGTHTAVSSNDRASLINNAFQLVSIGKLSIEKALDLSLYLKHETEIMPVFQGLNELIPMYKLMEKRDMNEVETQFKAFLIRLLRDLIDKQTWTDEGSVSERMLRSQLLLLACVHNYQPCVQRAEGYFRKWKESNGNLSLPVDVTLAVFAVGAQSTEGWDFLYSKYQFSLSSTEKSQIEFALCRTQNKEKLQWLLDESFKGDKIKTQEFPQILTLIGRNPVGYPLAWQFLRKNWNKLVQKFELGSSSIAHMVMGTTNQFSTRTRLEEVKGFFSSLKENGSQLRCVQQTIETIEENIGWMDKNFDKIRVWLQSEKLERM
# EWS-Fli block – EWS/Fli-driven NR0B1 reporter inhibitors, primary screen, A673 cells, NR0B1 luciferase, luminescence, MLPCN library | viability-normalised | inhibition, % at 12.6 µM | 0.67% of 350,000 active;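 active means mean inhibition of at least 50% after viability correction, with every replicate also passing that limit; inconclusive means mean reaches 50% but only one of two replicates passes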;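 further: firefly luciferase signal divided by Alamar Blue viability fluorescence both relative to DMSO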
# * = called active by the depositor; ? = inconclusive; . = not tested or not shown; & = joins results of further samples.
compound	PAX8 reporter	PGC1a acetyl inh	LGR2 inh	PglD DTNB	S100A4 inh HTS	FN deposition inh	ERAP1 inh	EWS-Fli block
O=C(NCCF)C1Nc2ccc(OC(F)(F)F)cc2C2C=CCC12 (stereo not given)	19	0	12	1	.	-2	.	-4
CC(C)Cc1nc2ccccc2[nH]1	-5	.	-1	-2	-3	3	4	4
CCOC(=O)N1CCC(N2Cc3cccc(C(=O)N4CCN(c5cccc(Cl)c5)CC4)c3C2=O)CC1	-8	-3	7	4	-6	6	11	17
COC(=O)c1ccc(CSc2cc(C)c3ccccc3n2)o1	2	.	-8	.	5	15	-2	7
CC(C)NC(=O)N(C)C[C@@H]1Oc2ncc(C#Cc3cccc(F)c3)cc2C(=O)N([C@H](C)CO)C[C@@H]1C	.	-1	-3	-4	-35	.	-1	-14
Cc1ccccc1C(=O)N/N=C/c1ccsc1C	27	1	-22	3	4	-5	1	19
Clc1nnc(NN=C2CCCC2)c2ccccc12	-44	-4	8	.	.	-2	.	.
O=C(NC(Cc1ccccc1)C(=O)N1CCN(c2ccccc2O)CC1)c1ccccc1 (stereo not given)	.	.	5	3	-1	-3	-2	6
COc1ccc(CN2CCC(C)=CC2C)cc1 (stereo not given)	-33	-6	.	-1	-8	.	3	1
O=C(NCC1CCCCC1)c1cccnc1Cl	5	-3	4	-6	2	3	4	-6
Cc1ccccc1C(=O)Nc1c(C(=O)N(CCN(C)C)Cc2ccco2)oc2ccccc12	4	.	-2	0	2	10	0	6
CCCc1cn(CC[C@H]2CC[C@H](NS(=O)(=O)c3ccccc3Cl)[C@@H](CO)O2)nn1	-2	-9	-6	-7	10	1	3	-1
CC(C)NC(=O)Nc1cccc2c1O[C@H](CN(C)C(=O)Nc1ccc3c(c1)OCO3)[C@H](C)CN([C@H](C)CO)C2=O	.	3	10	1	4	.	-2	3
O=C(CCc1nnc2ccc(N3CCC4(CC3)OCCO4)nn12)NCc1ccc(F)cc1	2	2	6	-3	5	20	-1	0
Cc1ccc(CSc2nnc(CNc3ccc(F)cc3)o2)cc1	-13	9	-28	.	0	-14	-1	3

compound	PAX8 reporter	PGC1a acetyl inh	LGR2 inh	PglD DTNB	S100A4 inh HTS	FN deposition inh	ERAP1 inh	EWS-Fli block
COCC(=O)N(C)C[C@H]1Oc2cc(-c3ccncc3)ccc2S(=O)(=O)N([C@H](C)CO)C[C@@H]1C	.	-5	-20	-3	-11	-3	0	-7
CCC(=O)Nc1ccc2c(c1)OC[C@H](C)N(Cc1ccccn1)C[C@@H](C)[C@@H](OC)CN(C)C2=O	5	3	8	5	-4	12	4	-2
NC(=O)c1ccc(NC(=O)COC(=O)C(Cc2ccccc2)NC(=O)c2ccccc2)cc1 (stereo not given)	7	1	14	.	2	0	-2	2
COc1ccc([C@H]2CC(=O)C=C(c3ccc(F)cc3OCc3ccccc3)C2)cc1	28	4	-9	-3	1	-5	0	14
Cc1ccc(S(=O)(=O)Nc2cccc3c2O[C@@H](CN(C)S(=O)(=O)c2ccc(C)cc2)[C@H](C)CN([C@@H](C)CO)C3=O)cc1	9	6	9	-2	?	.	-1	-3
Cc1ccccc1NC(=O)NNC(=O)c1ccc2ccccc2c1	.	.	-10	-1	32	8	4	.
O=C(C[C@H]1C=C[C@@H](NS(=O)(=O)c2ccccc2)[C@H](CO)O1)N1CCN(c2ccccc2)CC1	9	-12	-3	.	-5	.	3	-7
COc1cccc(CNC(=O)[C@@H]2N[C@@H]3c4ccc(/C=C/c5ccccc5)c(=O)n4C[C@@H]3[C@H]2CO)c1	13	-2	5	.	.	.	.	3
O=C(CC1SC(N2CCCCC2)=NC1=O)Nc1ccc(C(=O)Nc2ccccc2)cc1 (stereo not given)	-29	.	7	-1	-2	.	-1	-13
CCCCCn1c(CNC(=O)COC)nc2ccccc21	7	-1	.	2	.	8	.	.
C[C@H]1CN([C@@H](C)CO)C(=O)c2cc(C3=CCCCC3)cnc2O[C@@H]1CN(C)Cc1ccccn1	.	2	2	4	6	-5	-4	21
C[C@@H]1CN([C@@H](C)CO)C(=O)c2cc(NC(=O)Nc3ccc4c(c3)OCO4)ccc2O[C@H]1CN(C)S(=O)(=O)c1ccc(F)cc1	11	7&6	-6&5	3&8	-3&-2	4	-1&-1	-10&16
CCOC(=O)C1(CCOc2ccccc2)CCN(C(=O)c2cncs2)CC1	-23	0	-23	2	2	-6	-1	-5
CCCCn1c(N)c(N(CCOC)C(=O)CN(C)S(=O)(=O)c2ccc(Cl)cc2)c(=O)[nH]c1=O	.	-6	4	0	-4	11	-2	4
COc1ccccc1OC(=O)c1cc2ccccc2oc1=O	-11	.	-6	6	-2	-2	2	-3

compound	PAX8 reporter	PGC1a acetyl inh	LGR2 inh	PglD DTNB	S100A4 inh HTS	FN deposition inh	ERAP1 inh	EWS-Fli block
Cn1c(SCC(=O)Nc2ccc3[nH]c(=O)[nH]c3c2)nnc1-c1ccccc1	.	4	2	-4	-1	2	4	-4
CNC[C@@H]1Oc2c(NC(=O)c3nc4ccccc4s3)cccc2C(=O)N([C@H](C)CO)C[C@H]1C	8	-2	-7	3	-16	9	-1	-6
COc1cc(O)cc2cc3c(c(O)c12)C(=O)CC(C)(O)O3 (stereo not given)	.	-6	.	5	5	.	4	-95
CCOc1ccc(C(=O)Nc2c3c(nn2-c2cccc(C)c2C)CS(=O)C3)cc1 (stereo not given)	-103	4	-7	-7	-4	3	.	-5
C[C@H](CO)N1C[C@H](C)[C@H](CN(C)C(=O)c2cccc(F)c2)Oc2ncc(-c3cncnc3)cc2C1=O	.	-4	4	-1	-12	.	2	-13
CC(=O)N1[C@H](CO)[C@H]2c3ccccc3N(C(=O)Nc3cc(F)ccc3F)C[C@H]21	-5	9	-1	0	13	.	1	-3
CCS(=O)(=O)N1CC(=O)N2[C@@H](CO)[C@H](c3ccc(C#CCC4CCCC4)cc3)[C@@H]2C1	.	-5	-10	.	-7	.	-1	.
Fc1ccc(-c2cc(C(F)(F)F)nc(-n3cc(Cl)cn3)n2)cc1	10	3	1	.	-4	-4	.	0
Oc1ccccc1C1CCCCC1c1ccccc1 (stereo not given)	5	6	-2	-4	-6	7	2	-5
CO[C@H]1CN(C)C(=O)c2ccc(NS(C)(=O)=O)cc2OC[C@H](C)N(C(=O)c2ccc3c(c2)OCO3)C[C@H]1C	1	8	4	0	.	-1	.	-4
CCC(CC)C(=O)c1c[nH]c(C(=O)NC2CCCCCC2)c1	-4	1	3	-2	-1	.	1	-8
CN(C(=O)c1ccc2c(c1)OCO2)C1CCS(=O)(=O)C1 (stereo not given)	7	.	-24	6	1	2	0	2
Cc1ccc(CNC(=O)CNC(=O)c2c(C)nn(C)c2Cl)cc1	-1	0	6	.	-1	2	1	-1
COC(=O)C(C)Sc1ccc2nnc(-c3ccc(F)cc3)n2n1 (stereo not given)	.	12	-3	.	-3	.	1	-7
CCc1ccc(N2C(=O)/C(=C/c3cccs3)N(CC(=O)OC)C2=S)cc1	.	-5	16	-6	-1	.	2	.

compound	PAX8 reporter	PGC1a acetyl inh	LGR2 inh	PglD DTNB	S100A4 inh HTS	FN deposition inh	ERAP1 inh	EWS-Fli block
COc1ccc(NC(=O)C2(c3ccccc3)CCCC2)cc1	-3	.	-13	.	-3	12	-1	1
CC(C)[C@H](NC(=O)[C@@H](N)Cc1ccccc1)C(=O)N1CCC2CCN(Cc3ccccc3)CC21 (stereo not given in full)	14	.	3	.	13	-6	-3	8
CC1CCC(NC(=O)CCCn2sc3ccccc3c2=O)CC1 (stereo not given)	-45	9	-7	-2	-3	8	-1	-17
CNC[C@H]1[C@@H](c2ccccc2)[C@@H](CO)N1C(=O)Nc1cccc(OC)c1	4	-3	-3	1	-6	4	3	3
CCCCc1ccc(NC(=O)C2CCN(S(C)(=O)=O)CC2)cc1	-3	-11	.	-8	.	1	.	.
CCC(=O)Nc1cccc(C2=NOC3(C2)C[C@H](C(N)=O)N(C(=O)Cc2ccc([N+](=O)[O-])cc2)C3)c1 (stereo not given in full)	-8	9	-3	5	7	-4	-4	-1
CC(C)C(=O)Nc1nnc(COc2ccc(Cl)cc2)s1	-9	.	-12	.	-8	2	1	5
CNc1cccc(-c2ccccc2CO)n1	-8	6	8	5	-2	2	-2	-2
Cc1c(Cl)cccc1NC(=O)CCN1CCCCC1	0	-2	.	-2	.	0	.	.
O=C(O)CCn1cc(-c2ccc(Cl)cc2)nc1-c1ccncc1	8	4	4	-1	2	4	.	5
CC(=O)NN1C(=O)c2ccccc2NC1c1ccco1 (stereo not given)	18	.	.	3	-1	14	0	-11
Cc1ccc2c(c1)c1ncn(Cc3ccc(F)cc3)c(=O)c1n2C	8	2	5	1	-2	8	5	13
COc1ccc(OC)c2[nH]c(=O)c(CCNC(=O)c3cc4ccccc4o3)cc12	7	-17	-5	.	0	-9	1	-8
CCc1nc2ccccc2nc1N1CCN(S(=O)(=O)c2c(C)cc(Cl)cc2C)CC1	3	-1	9	-2	-21	1	-3	7
Cc1cc(C(F)(F)F)nn1CC(=O)N1CCOCC1	.	1	5	1	2	.	-4	3

# Entries of single compounds, quoted from the list. Values in the order: PAX8 reporter | PGC1a acetyl inh | LGR2 inh | PglD DTNB | S100A4 inh HTS | FN deposition inh | ERAP1 inh | EWS-Fli block
# CC(C)C(=O)Nc1nnc(COc2ccc(Cl)cc2)s1 is listed with -9 | . | -12 | . | -8 | 2 | 1 | 5
# COc1ccc(NC(=O)C2(c3ccccc3)CCCC2)cc1 is listed with -3 | . | -13 | . | -3 | 12 | -1 | 1

# (cont.)
compound	PAX8 reporter	PGC1a acetyl inh	LGR2 inh	PglD DTNB	S100A4 inh HTS	FN deposition inh	ERAP1 inh	EWS-Fli block
O=C(O)c1ccc(CNC(=O)c2ccccc2NC(=O)c2ccc([N+](=O)[O-])cc2)cc1	2	1	3	.	-3	6	-6	4
N#Cc1ccc(C(CC(=O)O)N2Cc3ccccc3C2=O)cc1 (stereo not given)	-19	-3	0	7	12	3	-5	10
O=S(=O)(c1ccccc1F)N1CCN(CCOc2ccccc2)CC1	4	-1	7	-2	1	0	-4	-3
Cc1nn(-c2ccccc2)c(Cl)c1/C=N/NC(=O)c1ccnn1C	-178	2	-37	-2	-3	-3	2	-102
COc1ccccc1-c1ccc2n(c1=O)C[C@H]1[C@H](CO)[C@@H](C(=O)NC3CCC3)N(C(=O)NC(C)C)[C@@H]21	-13	.	-5	2	3	.	2	1
CC1=NC(C)(C)Cc2c(C)cccc21	-36	12	8	-2	2	1	1	14
CC(=O)N1CCc2c(sc3c2c(=O)n(-c2ccccc2)c(=O)n3Cc2ccccc2Cl)C1	-19	.	-12	.	3	2	0	17
Cc1nn(CC(=O)N2CCN(c3ccccc3)CC2)c(C)c1[N+](=O)[O-]	8	-6	12	1	0	6	-1	-5
O=c1[nH]n(Cc2ccccc2)c(=O)c2ccccc12	.	4	-30	-6	-1	.	1	-3
O=C(CN1CCCc2ccccc21)NC(=O)NCc1ccccc1	24	-5	-43	-7	-4	-14	-3	3
